USP7 inh: inhibitors of human USP7 deubiquitinase; 0.3% of 47,000 active; inhibition, % at 20 µM; purified USP7, Ub-rhodamine cleavage fluorescence; Q93009
UCHL1 block: inhibitors of human UCHL1 deubiquitinase; P09936; purified UCHL1, Ub-rhodamine cleavage fluorescence; inhibition, % at 20 µM; 0.2% of 47,000 active
Target sequence (P09936 whole entry, looked up): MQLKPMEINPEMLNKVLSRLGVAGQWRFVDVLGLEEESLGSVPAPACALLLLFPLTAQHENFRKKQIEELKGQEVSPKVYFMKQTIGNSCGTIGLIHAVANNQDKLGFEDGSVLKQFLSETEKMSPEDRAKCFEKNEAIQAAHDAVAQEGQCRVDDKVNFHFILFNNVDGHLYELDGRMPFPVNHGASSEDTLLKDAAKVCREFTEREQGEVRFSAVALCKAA
USP8 block: inhibitors of human USP8 deubiquitinase. AID 1645853. P40818. purified USP8, Ub-rhodamine cleavage fluorescence, 30 min. 4.2% of 47,000 active. inhibition, % at 20 µM
OTUD3 block: blocks human OTUD3 ubiquitin-rhodamine cleavage; 0.7% of 47,000 active; purified OTUD3, Ub-rhodamine fluorescence, 2 h; AID 1645858; inhibition, % at 25 µM
Target sequence (Q5T2D3 whole entry, looked up): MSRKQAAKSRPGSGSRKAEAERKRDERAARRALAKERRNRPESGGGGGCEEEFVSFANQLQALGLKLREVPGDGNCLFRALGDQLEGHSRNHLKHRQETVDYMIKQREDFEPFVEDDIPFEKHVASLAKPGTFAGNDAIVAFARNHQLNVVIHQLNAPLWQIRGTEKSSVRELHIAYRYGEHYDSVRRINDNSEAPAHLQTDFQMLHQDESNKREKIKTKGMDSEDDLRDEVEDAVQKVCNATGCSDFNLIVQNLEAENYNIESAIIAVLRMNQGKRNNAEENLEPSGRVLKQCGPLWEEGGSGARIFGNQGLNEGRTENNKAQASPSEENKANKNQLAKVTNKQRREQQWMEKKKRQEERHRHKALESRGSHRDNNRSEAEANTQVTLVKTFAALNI
USP10 block: blocks human USP10 ubiquitin-rhodamine cleavage. Q14694. purified USP10, Ub-rhodamine fluorescence, 60 min. inhibition, % at 20 µM. 1.1% of 47,000 active
USP17 block: inhibitors of human USP17 deubiquitinase | 6.5% of 47,000 active | purified USP17, Ub-rhodamine cleavage fluorescence, 3 h | inhibition, % at 50 µM
USP30 block: blocks human USP30 ubiquitin-rhodamine cleavage. Q70CQ3. purified USP30, Ub-rhodamine cleavage fluorescence. inhibition, % at 25 µM. 5.3% of 47,000 active. AID 1645860
USP28 block: human USP28 deubiquitinase inhibition; Q96RU2; purified USP28, Ub-rhodamine cleavage fluorescence, 30 min; inhibition, % at 25 µM; 3% of 47,000 active; AID 1645857
The depositor's hits bear a star. Rule as the data show it: active = inhibition above about 30%; inactive = the rest.

Cc1nc2ccc(NC(=O)c3cccc(C(F)(F)F)c3)cc2nc1C was read as USP7 inh -5, UCHL1 block -4, USP8 block -134, OTUD3 block -29, USP10 block 0, USP17 block -16, USP30 block -64 and USP28 block -11.
CCOc1ccc(-n2ccnc(NCc3ccc(OC)cc3)c2=O)cc1 was read as USP7 inh -1, UCHL1 block 1, USP8 block -6, OTUD3 block 7, USP10 block 4, USP17 block 4, USP30 block 20 and USP28 block 12.
For CN1CC(=O)N(C2CCCNC2)Cc2c(NC3CCc4ccccc43)ncnc21 (centres undefined) the results were USP7 inh -24, UCHL1 block 2, USP8 block -271, OTUD3 block -11, USP10 block -2, USP17 block 50*, USP30 block 70* and USP28 block 91*.
`Cc1noc(C2CN(C(=O)c3ccco3)Cc3ccnn3C2)n1` (centres undefined) gave USP7 inh 2, UCHL1 block 1, USP8 block -42, OTUD3 block -6, USP10 block 0, USP17 block -4, USP30 block 1 and USP28 block -6.
`COc1cccc(-c2nc(CSc3nc4ccccc4n4c(C)nnc34)c(C)o2)c1OC` gave USP7 inh -2, UCHL1 block 1, USP8 block -16, OTUD3 block 3, USP10 block -3, USP17 block -5, USP30 block 0 and USP28 block -4.
For COc1ccc(C(=O)N(O)c2ccccc2)cc1 the results were USP7 inh -5, UCHL1 block -2, USP8 block 78*, OTUD3 block 8, USP10 block 0, USP17 block 29, USP30 block 12 and USP28 block 4.
`NS(=O)(=O)c1ccc(NC(=O)C2Oc3ccccc3NC2=O)cc1` (centres undefined) gave USP7 inh 1, UCHL1 block -1, USP8 block -10, OTUD3 block -6, USP10 block 0, USP17 block -11, USP30 block -12 and USP28 block -4.
For COc1ccccc1Cc1cc(C(=O)N2CCC[C@]3(C)NC(=O)CCC[C@H]23)ccn1 the results were USP7 inh 0, UCHL1 block -1, USP8 block 15, OTUD3 block 2, USP10 block -8, USP17 block 2, USP30 block -11 and USP28 block 0.
Screening CCN1C[C@H]2CCN(C(=O)NC3CCCC3)CC[C@H]2S1(=O)=O returned USP7 inh 6, UCHL1 block 0, USP8 block -1, OTUD3 block 11, USP10 block 1, USP17 block 1, USP30 block 2 and USP28 block -2.
CCc1noc(C)c1C(=O)OC(C)C(=O)c1[nH]c(C)c(C(=O)OC)c1C (centres undefined) was read as USP7 inh 2, UCHL1 block 2, USP8 block 7, OTUD3 block 8, USP10 block -1, USP17 block 21, USP30 block 0 and USP28 block 14.

Four entries from above, sorted by heavy-atom count, falling:
`COc1cccc(-c2nc(CSc3nc4ccccc4n4c(C)nnc34)c(C)o2)c1OC` gave USP7 inh -2, UCHL1 block 1, USP8 block -16, OTUD3 block 3, USP10 block -3, USP17 block -5, USP30 block 0 and USP28 block -4.
For COc1ccccc1Cc1cc(C(=O)N2CCC[C@]3(C)NC(=O)CCC[C@H]23)ccn1 the results were USP7 inh 0, UCHL1 block -1, USP8 block 15, OTUD3 block 2, USP10 block -8, USP17 block 2, USP30 block -11 and USP28 block 0.
CCc1noc(C)c1C(=O)OC(C)C(=O)c1[nH]c(C)c(C(=O)OC)c1C (centres undefined) was read as USP7 inh 2, UCHL1 block 2, USP8 block 7, OTUD3 block 8, USP10 block -1, USP17 block 21, USP30 block 0 and USP28 block 14.
Screening CCN1C[C@H]2CCN(C(=O)NC3CCCC3)CC[C@H]2S1(=O)=O returned USP7 inh 6, UCHL1 block 0, USP8 block -1, OTUD3 block 11, USP10 block 1, USP17 block 1, USP30 block 2 and USP28 block -2.

Carrying on:
For CCc1nnc(CN2CCC(C3CCCCCN3S(C)(=O)=O)CC2)o1 (centres undefined) the results were USP7 inh -3, UCHL1 block -3, USP8 block -158, OTUD3 block -9, USP10 block -10, USP17 block -53, USP30 block -47 and USP28 block -11.
For COC1C(O)=C2C(=O)O/C(C)=C/C=C/C=C/C=C/CC(c3ccccc3)NC(=O)/C=C/C=C/C=C\C=C\C2(C)C1O (centres undefined) the results were USP7 inh 2, UCHL1 block 19, USP8 block -47, OTUD3 block 33*, USP10 block 0, USP17 block 43*, USP30 block -51 and USP28 block 31*.
O=C(c1ccc(N2CCCCC2)c([N+](=O)[O-])c1)N(c1ccccn1)c1ccccn1 was read as USP7 inh -3, UCHL1 block -3, USP8 block -103, OTUD3 block -12, USP10 block -1, USP17 block -71, USP30 block -36 and USP28 block -13.
`O=c1[nH]c2nc(NC3CC3)ncc2c(=O)n1C1CCCC1` gave USP7 inh 3, UCHL1 block 0, USP8 block -11, OTUD3 block 2, USP10 block 0, USP17 block 0, USP30 block -1 and USP28 block 0.
For CCOC(=O)CSc1nnc(NC(=O)c2c(-c3ccccc3Cl)noc2C)s1 the results were USP7 inh -6, UCHL1 block -8, USP8 block -6, OTUD3 block -15, USP10 block -2, USP17 block 6, USP30 block -23 and USP28 block -1.
O=C(CSc1ccc2nnc(-c3cccc(F)c3)n2n1)N1CCCc2ccccc21 was read as USP7 inh 21, UCHL1 block 3, USP8 block 38*, OTUD3 block 40*, USP10 block 11, USP17 block 63*, USP30 block 73* and USP28 block 44*.
`CN(CC1(C)CCOCC1)S(=O)(=O)Cc1ccccc1Cl` gave USP7 inh 3, UCHL1 block 0, USP8 block 10, OTUD3 block 3, USP10 block 3, USP17 block 2, USP30 block 21 and USP28 block -1.
Screening CCc1nc2ccc(Oc3ccc(C(=O)OC)cc3)cc2nc1CC returned USP7 inh 1, UCHL1 block 0, USP8 block 2, OTUD3 block -9, USP10 block 2, USP17 block -12, USP30 block -16 and USP28 block -1.
COc1ccc(CNC(=O)c2ccc(-c3nnc(-c4ccccc4)o3)cc2)cc1OC was read as USP7 inh 4, UCHL1 block 1, USP8 block 14, OTUD3 block 13, USP10 block -2, USP17 block 25, USP30 block 42* and USP28 block 10.
`Cc1nc(N2CCCC2)cc(N2CCN(C(=O)c3cccs3)CC2)n1` gave USP7 inh 0, UCHL1 block 2, USP8 block -261, OTUD3 block -1, USP10 block 1, USP17 block -25, USP30 block 9 and USP28 block 8.
CCCc1cc(N2CCN(C(=O)C3CCOC3)CC2)nc2nnc(CC)n12 (centres undefined) was read as USP7 inh -1, UCHL1 block 0, USP8 block 0, OTUD3 block 9, USP10 block 3, USP17 block -25, USP30 block 20 and USP28 block 10.
Cc1cn2nnc(C(=O)N3CCN(c4cc(Cl)ccc4C)CC3)c2c(=O)[nH]1 was read as USP7 inh 2, UCHL1 block 4, USP8 block 16, OTUD3 block 12, USP10 block 0, USP17 block 13, USP30 block 14 and USP28 block 13.
COc1ccc([N+](=O)[O-])cc1NC(=O)C(C)OC(=O)c1cccnc1 (centres undefined) was read as USP7 inh -1, UCHL1 block 2, USP8 block -73, OTUD3 block 11, USP10 block 1, USP17 block -1, USP30 block 23 and USP28 block 14.
For O=C(c1cc(CC2(NC3CCCCC3)COC2)no1)N1CCCCC1 the results were USP7 inh -2, UCHL1 block -1, USP8 block 4, OTUD3 block 2, USP10 block -5, USP17 block -23, USP30 block -45 and USP28 block -2.
For Cc1c(S(=O)(=O)N2CCCC2)cc(C(=O)NC2CCCCCC2)n1C the results were USP7 inh 5, UCHL1 block 2, USP8 block 19, OTUD3 block 13, USP10 block -4, USP17 block -30, USP30 block 13 and USP28 block 0.
Screening Cc1nc(NCc2ccccc2F)ncc1C(=O)NCCC1=CCCCC1 returned USP7 inh -2, UCHL1 block -4, USP8 block -3, OTUD3 block -11, USP10 block -3, USP17 block 6, USP30 block -54 and USP28 block 1.
`COc1ccc(CNC(=O)c2ccc(N3CCOCC3)c([N+](=O)[O-])c2)cc1` gave USP7 inh 4, UCHL1 block 0, USP8 block -77, OTUD3 block 16, USP10 block 0, USP17 block -5, USP30 block 16 and USP28 block 8.
`O=C(C1=C(O)C(=O)N(CCCN2CCOCC2)C1c1ccco1)c1cc2ccccc2o1` (centres undefined) gave USP7 inh -2, UCHL1 block -2, USP8 block 0, OTUD3 block 0, USP10 block -5, USP17 block 0, USP30 block -10 and USP28 block -2.
For Cc1ccc(CNC(=O)Cn2c(-c3ccc(F)cc3)nc(C)cc2=O)cc1 the results were USP7 inh 10, UCHL1 block 0, USP8 block -4, OTUD3 block 17, USP10 block 0, USP17 block 26, USP30 block 19 and USP28 block 15.
Screening CNC(=O)C1CN(C(=O)c2ccc(F)c(F)c2)CC12CCCC2 (centres undefined) returned USP7 inh -5, UCHL1 block 0, USP8 block 5, OTUD3 block -2, USP10 block 4, USP17 block 5, USP30 block -1 and USP28 block -13.
`COc1ccccc1NC(=O)N(CCN1CCOCC1)Cc1cc2cc3c(cc2[nH]c1=O)OCCO3` gave USP7 inh 2, UCHL1 block 1, USP8 block 5, OTUD3 block 4, USP10 block 0, USP17 block -3, USP30 block 0 and USP28 block 3.
For Cc1ccc(N2CCN(S(=O)(=O)c3ccc(C4CCCCC4)cc3)CC2)c(C)c1 the results were USP7 inh 13, UCHL1 block 4, USP8 block 24, OTUD3 block 15, USP10 block 6, USP17 block 11, USP30 block 22 and USP28 block 13.
`O=C(CN1CCC(Nc2nc(C(F)(F)F)cc(=O)[nH]2)CC1)NC(c1ccccc1)c1ccccc1` gave USP7 inh -5, UCHL1 block 2, USP8 block -148, OTUD3 block -17, USP10 block 3, USP17 block -15, USP30 block -26 and USP28 block -5.
COc1ccc(Cl)cc1NC(=O)Cn1c(=O)n(CCC(=O)NC2CCCC2)c(=O)c2ccccc21 was read as USP7 inh -7, UCHL1 block 2, USP8 block 24, OTUD3 block 6, USP10 block 43*, USP17 block 9, USP30 block -17 and USP28 block 0.
Screening CN1C(=O)[C@@H]2[C@@H](CCN2C(=O)Nc2ccc3c(c2)OCO3)NC(=O)[C@@H]1Cc1ccccc1 returned USP7 inh -2, UCHL1 block 0, USP8 block 1, OTUD3 block 3, USP10 block 3, USP17 block 3, USP30 block 12 and USP28 block 3.
COC(=O)c1cc2occc2n1Cc1nc(-c2cccc(C)c2)oc1C was read as USP7 inh -1, UCHL1 block -6, USP8 block -23, OTUD3 block -4, USP10 block -3, USP17 block -28, USP30 block -22 and USP28 block -3.
For CC1(C)Cc2c(sc3nc(Cc4ccccc4)nc(SCC(=O)Nc4ccccc4)c23)CO1 the results were USP7 inh 6, UCHL1 block 3, USP8 block 9, OTUD3 block 26, USP10 block 7, USP17 block 35*, USP30 block 56* and USP28 block 18.
`CC1CCN(c2ccc3nnc(CCC(=O)NCc4ccc5c(c4)OCO5)n3n2)CC1` gave USP7 inh -1, UCHL1 block 0, USP8 block 0, OTUD3 block -4, USP10 block -2, USP17 block -6, USP30 block 4 and USP28 block -1.
O=C(c1cc2c([nH]1)CCCC2)N1CCC[C@H]1[C@H](O)c1nc2ccccc2s1 was read as USP7 inh -4, UCHL1 block 8, USP8 block 2, OTUD3 block 6, USP10 block 8, USP17 block 14, USP30 block 14 and USP28 block 14.
CN(C)c1cccc(C2CN(C(=O)c3cnn4cccnc34)CCO2)n1 (centres undefined) was read as USP7 inh 1, UCHL1 block 0, USP8 block 10, OTUD3 block 4, USP10 block -2, USP17 block 1, USP30 block -13 and USP28 block 8.
Screening CC1Cc2ccccc2N1C(=O)CCS(=O)(=O)c1ccc2c(c1)SCC(=O)N2 (centres undefined) returned USP7 inh -35, UCHL1 block -41, USP8 block -58, OTUD3 block -65, USP10 block -9, USP17 block -75, USP30 block -297 and USP28 block -79.
